Bioassay records: PubChem, National Center for Advancing Translational Sciences (NCATS)
HCV inhibitor – blocks hepatitis C virus; AID 651820; Potency, µM (series often up to 41.8 µM), for the others: at the top dose activity change, negative = inhibition, usual class: inhibitors; Huh7.5.1 HCVcc-Cre infection, luciferase reporter, 44 h; 340,000 tested, 3.4% active
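After 44 h co-culture of compound, cells and HCVcc-Cre (~0.5 moi), substrate is added for 15 min at room temperature and luciferase measured over 15 sec. Cells were seeded at 1,000/well and pre-cultured 4 h.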
Sm TGR inh – inhibitors of Schistosoma mansoni thioredoxin glutathione reductase; purified TGR, DTNB reduction, TNB absorbance 405 nm; Potency, µM (highest dose often 114 µM), inactives show at the top dose activity change, negative = inhibition, usual class: inhibitors; 360,000 tested, 3% active; AID 485364; note: nearly all actives have a fitted effect of over 60% in size
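Kinetic colorimetric format: TGR-catalysed, NADPH-driven DTNB reduction monitored via TNB absorbance. Enzyme dispensed at 20 nM; compound exposure 15 min at room temperature before reaction start.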
Pf growth 48h – inhibits P. falciparum growth in the first generation, 48 h. P. falciparum luciferase growth in erythrocytes, 48 h. Potency, µM (doses to about 28.7 µM), for the others: at the top dose activity change, negative = inhibition, hits mostly inhibitors. 310,000 tested, 5.9% active
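Cell-based growth assay: transgenic P. falciparum expressing firefly luciferase, cultured in red cells within RPMI 1640 containing 0.5% w/v Albumax, 24 mM bicarbonate and gentamycin. A drop in luciferase activity indicates inhibition.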
LmPK inhibitor – blocks Leishmania mexicana pyruvate kinase activity | Q27686 | Potency, µM (highest dose often 57.5 µM), inactives show at the highest dose activity change, negative = inhibition, hits mostly inhibitors | 290,000 tested, 0.37% active | AID 1721 | purified LmPK, Kinase-Glo ATP luminescence, 1 h
Target sequence (Q27686 whole entry, looked up): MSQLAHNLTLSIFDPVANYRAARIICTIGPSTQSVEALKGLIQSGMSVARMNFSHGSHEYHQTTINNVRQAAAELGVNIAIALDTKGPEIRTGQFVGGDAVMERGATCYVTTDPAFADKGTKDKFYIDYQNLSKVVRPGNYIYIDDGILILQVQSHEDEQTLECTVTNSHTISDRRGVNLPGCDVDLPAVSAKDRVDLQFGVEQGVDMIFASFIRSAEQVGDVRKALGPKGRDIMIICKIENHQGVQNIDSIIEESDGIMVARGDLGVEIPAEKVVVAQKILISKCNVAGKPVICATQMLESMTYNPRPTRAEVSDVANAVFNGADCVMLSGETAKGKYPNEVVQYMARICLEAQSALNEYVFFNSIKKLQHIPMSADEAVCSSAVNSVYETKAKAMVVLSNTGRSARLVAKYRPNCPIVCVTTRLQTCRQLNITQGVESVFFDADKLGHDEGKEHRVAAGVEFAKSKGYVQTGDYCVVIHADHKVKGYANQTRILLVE
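Purified LmPK (0.1 nM) with 0.5 mM PEP and 0.1 mM ADP in imidazole buffer pH 7.2 with MgCl2/KCl, 1 h at room temperature. ATP formed was read by luciferase luminescence and normalized to no-enzyme and uninhibited controls.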
Pf growth 96h – P. falciparum growth inhibition at 96 hour, primary screen for plastid delayed-death inhibitors. P. falciparum luciferase reporter growth, 96 h. Potency, µM (top dose mostly 28.7 µM), for inactives: top-dose activity change, negative = inhibition, most hits filed as inhibitors. 320,000 tested, 6.9% active. AID 504834
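Luminescence readout: decreased luciferase signal marks inhibited growth of reporter-expressing P. falciparum in infected red cells (2% hematocrit, 0.05% parasitemia final), exposed to compound two generations (96 h, 37 C, 5% CO2).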
Tb PYK inh – blocks Trypanosoma brucei pyruvate kinase. 410,000 tested, 0.12% active. TbPYK enzyme, Kinase-Glo Plus ATP luminescence, 45 min. Q57TT1. Potency, µM (highest dose often 76.8 µM), without a hit: at the highest dose activity, negative = inhibition, usual class: inhibitors; note: nearly all actives have a fitted effect of over 50% in size
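In this concentration-response screen, enzyme-free wells defined baseline while DMSO plates tracked drift. Each reaction combined TbPYK, substrate, compound and 130 uM ADP for 45 min at room temperature. Kinase-Glo Plus luminescence gave the signal.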
Numbers without * were called inactive; i = inactive; ? = inconclusive; nt = no result given; & = joins results of further samples; [ ] = remark or other dose. Calls come from the whole dose curve; as a rule, active = well fitted curve in the direction sought with a large enough effect; inconclusive = small, poorly fitted or top-dose-only effect, or another doubt; inactive = no such curve, though single readings can be large; an effect the other way counts as inactive or inconclusive. % is set by controls: 0 for no effect and ±100 for the full control effect; potency is the fitted concentration of half-maximal effect.

SMILES	HCV inhibitor	Sm TGR inh	Pf growth 48h	LmPK inhibitor	Pf growth 96h	Tb PYK inh
COc1cccc(OC)c1C(=O)Nc1nc2ccc(S(C)(=O)=O)cc2s1	1%	12%	-2%	1%	15%	1%
Cc1ccc2[nH]c(=O)c(CN(CCCN(C)C)C(=O)Nc3cccc(Cl)c3)cc2c1	?	3%	nt	0%	2.9µM*	-8%
CCc1nnc(NC(=O)C2Cc3ccccc3CN2S(=O)(=O)c2c(C)c(C)cc(C)c2C)s1 (stereo not given)	-20%	-2%	?	6%	nt	-21%
Cn1c(C(=O)Nc2ccc3c(c2)OCCO3)cc2c(=O)n(C)c3ccccc3c21	?	-3%	nt	12%	-13%	-5%
COc1ccc(NS(=O)(=O)c2cccc3nsnc23)cc1Cl	11%	1%	-5%	3%	-15%	-1%
N#CN/C(=N\S(=O)(=O)c1ccccc1)c1ccccc1	23%	-27%	0%	-6%	-21%	1%
CN(NS(C)(=O)=O)c1c(C#N)c(C(F)(F)F)nn1C	3%	1%	i	-2%	9%	-3%
O=C(CSc1nnc2ccccn12)c1ccc(OC(F)F)cc1OC(F)F	-3%	-19%	?	-2%	-6%	-5%
Cc1cccc(NC(=O)CCS(=O)(=O)c2ccc(Cl)cc2)c1	5%	-3%	1%[0.00184 µM]	0%	-21%	-1%
C/C=C/c1ccc(OCC(=O)N(C)CC(=O)Nc2ccc(F)cc2)c(OC)c1	?	0%	2%	nt	3%	-6%
Cc1cccn2c(=O)c3cc(C(=O)NCCN4CCOCC4)c(=N)n(CCCN4CCOCC4)c3nc12	?	6%	2.9µM*	-6%	0%	2%
CN1CCN(CC#CCOc2ccc(Cl)cc2)CC1	-10%	2%	41%[activator]	-3%	34%[activator]	1%
C/C=N/NC(=O)c1cc(Br)ccc1O	-2%	3%	27%	-5%	10%	2%
O=C(OCC(=O)N1N=C(c2ccc(Cl)cc2)CC1c1ccco1)c1ccccc1O (stereo not given)	?	-3%	?	7%	nt	-6%
COc1ccc(/C=C/C(=O)OCC(=O)Nc2ccc3[nH]c(=O)[nH]c3c2)cc1OC	17%	6%	19%	nt	45%[activator]	-1%
CCOc1ccc(Cl)cc1CNCCc1ccccc1F	7%	13%	0%	1%	?	-2%
COc1cccc(-c2nnc(SCCOc3ccc4c(C)cc(=O)oc4c3)o2)c1	-4%	-5%	40%[activator]	0%	nt	1%
Cc1cccc(C(=O)OCC(=O)NCc2cccs2)c1	9%	5%	16%	1%	17%	-4%
CCCN1CCC(=O)N([C@H](CSc2ccccc2)c2ccccc2)CC1	-17%	40µM*	?	7%	?	5%
O=C1C=C(NCC2CCCO2)CC(c2ccccc2)C1 (stereo not given)	16%	5%	-6%	1%	48%[activator]	-13%
CCCOc1ccc(/C=C/C(=O)NC2CCCCC2)cc1OC	?	4%	-10%	-9%	?	0%
CCCCNC(=O)C1(O)c2ccccc2NC(=O)N1c1ccc(Cl)cc1 (stereo not given)	9%	-1%	0%	-1%	11%	-5%
Cc1cc(/C=N/NC(=O)CC#N)c(C)n1-c1ccc([N+](=O)[O-])cc1	-27%	nt	-14%	0%	?	-1%
COc1ccc(C(CC(=O)Nc2nccs2)n2cccc2)cc1 (stereo not given)	-21%	-13%	113%[activator]	-16%	0%	-1%
Cc1c(C(=O)NCCSCc2c(Cl)cccc2Cl)cccc1[N+](=O)[O-]	?	34%	?	1%	75%[activator]	2%
O=C(NCc1ccccn1)C1CCC(=O)N1C1CCCCC1 (stereo not given)	?	-5%	nt	9%	1.9µM*	1%
O=C(NNC(=O)C12CC3CC(CC(C3)C1)C2)c1cccc([N+](=O)[O-])c1	-2%	0%	13%	3%	12%	1%
O=C(O)C1CC=C(Cl)CC1C(=O)NCc1ccccc1 (stereo not given)	-16%	-22%	1%	2%	13%	-1%
CCO[C@H]1OC(C(=O)NCc2ccccc2)=C[C@@H](c2ccccc2)[C@@H]1CCCO	17%	-12%	?	7%	?	-4%
COc1ccc(-c2c(-c3cc(OC)cc(OC)c3)n(C)c3ccc(-c4ccc(N(C)C)nc4)cc23)cc1	?	-6%	?	nt	?	0%
Cc1ccc(-c2csc3ncn(CC(=O)NCC(c4ccco4)N4CCCC4)c(=O)c23)cc1 (stereo not given)	?	-31%	-70%	nt	?	0%
COc1ccc(NC(=O)COC(=O)c2ccc(Cl)c(S(N)(=O)=O)c2)c([N+](=O)[O-])c1	-5%	-3%	?	5%	-19%	1%
Cn1ncc(N=Cc2ccccc2)c1C(N)=O	5%	6%	8%	4%	?	-1%
CCOC(=O)c1c(NC(=O)CSc2nc(C)cc(C)c2C#N)sc(C(C)=O)c1C	-3%	0%	13%	2%	2%	3%
Cc1cccc(Cc2nnc(CCC(=O)NCc3cnc4ccccn34)o2)c1	-6%	0%	?	2%	?	5%
O=c1[nH]cnc2[nH]ncc12	0%[8.37 µM]	6%	15%&-8%	3%	8%&13%	8%&-1%
O=C(Oc1cc(=O)oc2c1c(=O)n1c3c(cccc23)CC1)c1ccccc1	-5%	10µM*	2%	-3%	?	-1%
CCCCc1ccc(N=N/C(C(=O)Nc2cc(OC)c(NC(C)=O)cc2OC)=C(/C)O)cc1	13%	-9%	?	3%	4.7µM*	-40%
COc1ccc(CCNC(=O)CSc2nnc(CNC(=O)c3cc(OC)c(OC)c(OC)c3)o2)cc1OC	8%	0%	12%	-10%	0%	-3%
Cc1cccc(NC(=O)NNC(=O)c2cc3ccccc3cc2O)c1C	-1%	2%	10%	3%	-26%	2%
Cc1c(C(=O)N/N=C/c2c(O)ccc3ccccc23)nnn1-c1nonc1N	?	6%	?	-6%	-1%	-2%
COc1ccc(N2C(=O)NC(=O)/C(=C/c3ccc([N+](=O)[O-])s3)C2=O)cc1	-5%	7.1µM*	17%	-2%	39%[activator]	13µM*
CC(=O)Nc1ccc(S(=O)(=O)N2CCN=C2SCc2ccc([N+](=O)[O-])cc2)cc1	10µM*	-10%	?	-2%	?	2%
O=C(CN(Cc1ccccc1Cl)C(=O)CN1C(=O)CSc2ccccc21)NC1CC1	19%	-3%	-9%	5%	1%	2%
Cc1cccc(-c2nnc(-c3ccccc3)o2)c1	?	-5%	141%[activator]	?	137%[activator]	-6%

A draw from above in order of length of the SMILES, low to high:
SMILES	HCV inhibitor	Sm TGR inh	Pf growth 48h	LmPK inhibitor	Pf growth 96h	Tb PYK inh
O=c1[nH]cnc2[nH]ncc12	0%[8.37 µM]	6%	15%&-8%	3%	8%&13%	8%&-1%
Cn1ncc(N=Cc2ccccc2)c1C(N)=O	5%	6%	8%	4%	?	-1%
Cc1cccc(-c2nnc(-c3ccccc3)o2)c1	?	-5%	141%[activator]	?	137%[activator]	-6%
Cc1cccc(NC(=O)NNC(=O)c2cc3ccccc3cc2O)c1C	-1%	2%	10%	3%	-26%	2%
Cc1cccc(Cc2nnc(CCC(=O)NCc3cnc4ccccn34)o2)c1	-6%	0%	?	2%	?	5%
Cc1c(C(=O)N/N=C/c2c(O)ccc3ccccc23)nnn1-c1nonc1N	?	6%	?	-6%	-1%	-2%
O=C(Oc1cc(=O)oc2c1c(=O)n1c3c(cccc23)CC1)c1ccccc1	-5%	10µM*	2%	-3%	?	-1%
CCOC(=O)c1c(NC(=O)CSc2nc(C)cc(C)c2C#N)sc(C(C)=O)c1C	-3%	0%	13%	2%	2%	3%
Cc1ccc(-c2csc3ncn(CC(=O)NCC(c4ccco4)N4CCCC4)c(=O)c23)cc1 (stereo not given)	?	-31%	-70%	nt	?	0%
CCCCc1ccc(N=N/C(C(=O)Nc2cc(OC)c(NC(C)=O)cc2OC)=C(/C)O)cc1	13%	-9%	?	3%	4.7µM*	-40%
CC(=O)Nc1ccc(S(=O)(=O)N2CCN=C2SCc2ccc([N+](=O)[O-])cc2)cc1	10µM*	-10%	?	-2%	?	2%
COc1ccc(CCNC(=O)CSc2nnc(CNC(=O)c3cc(OC)c(OC)c(OC)c3)o2)cc1OC	8%	0%	12%	-10%	0%	-3%
COc1ccc(NC(=O)COC(=O)c2ccc(Cl)c(S(N)(=O)=O)c2)c([N+](=O)[O-])c1	-5%	-3%	?	5%	-19%	1%
COc1ccc(-c2c(-c3cc(OC)cc(OC)c3)n(C)c3ccc(-c4ccc(N(C)C)nc4)cc23)cc1	?	-6%	?	nt	?	0%

Other compounds follow.
SMILES	HCV inhibitor	Sm TGR inh	Pf growth 48h	LmPK inhibitor	Pf growth 96h	Tb PYK inh
Cn1c(=O)c(=O)n(C)c2cc(S(=O)(=O)CCC(=O)Nc3cccc(C(F)(F)F)c3)ccc21	14%	1%&-11%	10%	-1%	10µM*	0%&2%
CC(OC(=O)c1ccc(NC(=O)CC#N)cc1)C(=O)NCCC1=CCCCC1 (stereo not given)	-22%	3%	9.3µM*	nt	10µM*	-11%
CCCSc1cc(N2CCN(C)CC2)nc(-c2ccc(OC)cc2)n1	14µM*	4%	0%	4%	nt	-6%
Cc1ccsc1/C=C(\CC(=O)O)c1nc2ccccc2o1	13%	-15%	110%[activator]	-5%	44%[activator]	2%
C(#CCN1CCC(Cc2ccccc2)CC1)COCCOCc1ccccc1	-23%	-13%	-8%	0%	-1%	-5%
C=CCNC(=O)c1ccccc1NC(=O)COc1ccccc1	-18%	nt	64%[activator]	5%	-14%	-2%
CCC(C)(C)NC(=O)C(c1ccncc1)N(C(=O)c1sc(C)nc1C)c1ccc(C)cc1 (stereo not given)	7%	13%	9.3µM*	9%	20%	8%
Oc1ccc(/C=N/NC(=S)Nc2cccnc2)cc1	-10%	-28%	156%[activator]	-17%	170%[activator]	3%
CCC(=O)N1c2ccc(S(=O)(=O)NC3CCCCC3)cc2CC1C (stereo not given)	-11%	2%	0%	2%	10µM*	8%
CC(C)CCNC(=O)c1cc2c(=O)[nH]c3ccccc3c2s1	-4%	5%	0%	1%	137%[activator]	-1%
O=S(=O)(Nc1cc(Cl)cc(Cl)c1)N1CCOCC1	16%	2%	4%	6%	3%	11%
Cc1ccc(N(C)S(=O)(=O)c2cc3c(cc2C)NC(=O)CO3)cc1	?	-11%	-21%	-1%	9%	-1%
COc1ccccc1CCNS(=O)(=O)CCNC(=O)c1ccccc1	8%	3%	8%	nt	0%	5%
O=C(O)c1cccc(N=NN2CCCCCC2)c1	5%	-17%	265%[activator]	-1%	50%[activator]	-4%
O=C(CCc1ccccc1)NCCSCc1c(F)cccc1Cl	7%	-2%	-14%	4%	?	-8%
